# Screens: PubChem BioAssay, National Center for Advancing Translational Sciences (NCATS)
# Nrf2 block = inhibitors of Nrf2 signaling; A549 ARE-Fluc reporter, luciferase luminescence, 18-24 h; Potency, µM (top dose mostly 46 µM), for the others: at the highest dose activity change, negative = inhibition, actives largely listed as inhibitors; 360,000 tested, 2.1% active; also: nearly all actives have a fitted effect of over 60% in size
#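 A549 ARE_Fluc cells (5000/well, 5% FBS OPTI-MEM) pre-incubated 2 h, then treated with compounds 18-24 h at 37C/5% CO2 in concentration-response. CellTiter-Fluor viability read first; BugLite luciferase luminescence after 15 min at room temperature gives Nrf2 activity.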
# A549 tox = counter-screen for Nrf2 inhibitors: cytotoxicity in A549 cells. A549 ARE-Fluc cells, CellTiter-Fluor viability, 18-24 h. Potency, µM (highest dose often 46 µM), for the others: at the top dose activity change, negative = cytotoxicity, hits mostly inhibitors. 390,000 tested, 0.16% active
#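 A549 ARE_Fluc cells in 5% FBS OPTI-MEM were exposed to compounds in concentration-response for 18-24 h at 37 deg C. Viability was read by CellTiter-Fluor fluorescence (Ex 405/Em 525) after 30 min, before the luciferase read.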
# * hit, by the source's call; ? = inconclusive; & = joins results of further samples; [ ] = remark or other dose. Calls follow the shape of the dose curve; as a rule, active = well fitted curve in the direction sought with a large enough effect; inconclusive = small, poorly fitted or top-dose-only effect, or another doubt; inactive = no such curve, though single readings can be large; an effect the other way counts as inactive or inconclusive. % is scaled to controls: 0 for no effect and ±100 for the full control effect; potency is read from the fitted curve at half-maximal effect.
# Screens in order: Nrf2 block | A549 tox
Cc1ccc(S(=O)(=O)N2CCN(c3nc(-c4cccs4)nc4c3ncn4COC(=O)C(C)(C)C)CC2)cc1
→ 6% | 12%
COc1ccc(C2Nc3ccccc3C(=O)N2Cc2ccc(C(F)(F)F)cc2)cc1COc1ccc(NC(C)=O)cc1 (stereo unspecified)
→ ? | 7%
COc1ccc(OC2=NS(=O)(=O)c3ccccc32)cc1
→ 7%[65.3 µM] | 4%[65.3 µM]
Cc1ccc(-c2nc3cnccn3c2Nc2ccc(C(C)C)cc2)o1
→ 0% | 1%
COc1cc(NC(=O)C(OC(=O)CNC(=O)c2ccccc2)c2ccccc2)c(OC)cc1Cl (stereo unspecified)
→ 7% | 7%
COc1ccc(OC)c(C2=Nn3c(nnc3-c3cccc(OC)c3OC)SC2)c1
→ 3% | 1%
O=c1[nH]cc(C#Cc2ccccc2)c2ncncc12
→ ? | 4%
COc1cccc(C2C(C#N)=C(NC(=O)CCc3ccccc3)Oc3ccc4ccccc4c32)c1 (stereo unspecified)
→ 10% | -3%
Cc1ccc(CNc2ncnc3ccc(-c4c(C)noc4C)cc23)o1
→ ? | 4%
O=S(=O)(c1ccc2c(c1)OCCO2)N1CCN(S(=O)(=O)c2ccccc2F)CC1
→ -8% | -6%
O=C(NC(c1ccco1)c1cc(Cl)c2cccnc2c1O)c1ccccc1 (stereo unspecified)
→ -22% | -1%
COc1ccc(-c2nc3ccc(NC(=O)COC(C)=O)cc3c(=O)n2Cc2ccccc2)cc1COc1ccc(NC(C)=O)cc1
→ ? | -6%
N#Cc1nc(NC2CCCC2)c2ncn(-c3cc(F)cc(F)c3)c2n1
→ -5% | -8%
CCCN1CNc2c(c(=O)[nH]c(=S)n2CCc2ccc(OC)cc2)C1
→ 4% | 5%
Cn1nnnc1Sc1ncnc2scc(-c3ccc(S(C)(=O)=O)cc3)c12
→ ? | 2%
Nc1ccc(S(=O)(=O)N2CCCN(S(=O)(=O)c3ccc4c(c3)OCCO4)CC2)cc1
→ -8% | -14%
Cn1nnnc1Sc1ncnc2scc(-c3ccccc3[N+](=O)[O-])c12
→ ? | -8%
N#Cc1ccc(OC2=NS(=O)(=O)c3ccccc32)cc1
→ 0% | 9%
CCC(=O)NC(c1ccc(F)cc1)c1cc(Cl)c2cccnc2c1O (stereo unspecified)
→ ? | -11%
O=C1C(F)N([S+](=O)([O-])c2ccc3c(c2)OCCO3)CCN1[S+](=O)([O-])c1c(F)cccc1F (stereo unspecified)
→ 2% | 2%

# (further entries)
# Screens in order: Nrf2 block | A549 tox
CC(C)(C)OC(=O)NCCCNc1ncnc2ccc(-c3ccc4c(c3)OCO4)cc12
→ -4% | -5%
Clc1ncc(C#Cc2ccccc2)c2ncncc12
→ 20% | -1%
COc1ccc(C2Nc3ccccc3C(=O)N2Cc2ccccc2)cc1COc1ccc(NC(C)=O)cc1 (stereo unspecified)
→ 14%&23% | -14%&-10%
CN(C)c1cccc(S(=O)(=O)N2CCCN(S(=O)(=O)c3ccc4c(c3)OCCO4)CC2)c1
→ -12% | 1%
COc1ccc(-c2nc3cccc(C)n3c2Nc2ccc(C)cc2)cc1
→ -6% | -4%
Oc1ccc(CCc2ccccc2F)c2cccnc12
→ ? | -1%
O=C(c1ccc2c(=O)n(Cc3ccco3)c(=S)[nH]c2c1)N1CCN(Cc2ccc3c(c2)OCO3)CC1
→ 16µM* | ?
Cn1c2ccsc2c2cnn(Cc3ccccc3F)c(=O)c21
→ 18%&2% | -5%&13%
COc1cccc(NC(=O)C(OC(=O)CNC(=O)c2ccccc2)c2ccccc2)c1 (stereo unspecified)
→ ? | -4%
Cc1cc2c(s1)c1cnn(Cc3ccc4ccccc4c3)c(=O)c1n2C
→ 16% | -3%
CONC(=O)C[C@@H](C#N)NC(=O)[C@@H]1CCCN1C(=O)[C@@H](NC(=O)c1ccc(N)c(Cl)c1)C(C)(C)C
→ 2% | 7%
Cc1ccc(S(=O)(=O)N2CCN(c3nc(-c4cccnc4)nc4ccccc34)CC2)cc1
→ 8% | -2%
COc1cccc(C2c3c(ncn(-c4ccncc4)c3=N)Oc3ccc4ccccc4c32)c1 (stereo unspecified)
→ 16% | -8%
COc1cccc(N2C(=O)c3ccccc3C2=O)n1
→ 4% | 6%
O=C1c2ccccc2C(=O)N1Cc1ccncc1
→ 9% | 6%
CN(C)CCNc1ncnc2ccc(-c3ccc4c(c3)OCO4)cc12
→ 0% | 6%
CC(C)(C)c1ccccc1Nc1nc(C#N)nc(NC2CCCC2)n1
→ ? | -29%
C=Cc1nc(Nc2cc(F)cc(F)c2)nc(NC2CCCC2)n1
→ 10% | -3%
COc1ccccc1NC(=O)c1ccc2ccccc2c1
→ ? | 15%
CN(C)c1ccc(-c2cc[nH]c(=O)c2N)cc1
→ 15% | -10%

# Additional structures follow.
# Screens in order: Nrf2 block | A549 tox
CN1CCc2ccc3c4c2[C@]1(C)Cc1cccc(c1-4)OCO3
→ -1% | -13%
CC(C)(C)OC(=O)Cc1nnc(-c2nc3ccccc3[nH]2)s1
→ ? | -3%
CCc1nn2c(=O)cc(N3C(C)CNCC3C)nc2s1 (stereo unspecified)
→ 12% | -1%
COc1ccc(C2Nc3ccccc3C(=O)N2CC(C)(C)C)cc1COc1ccc(NC(C)=O)cc1 (stereo unspecified)
→ -1% | -9%
Oc1ccc(CNc2ccccc2Cl)c2cccnc12
→ ? | -9%
Oc1ccc(/C=C/c2ccccc2)c2cccnc12
→ ? | -5%
O=C(OCC#CCSc1nnc(-c2cccc3ccccc23)o1)C1CCCC1
→ 3% | -5%
O=C(N1CCc2ccc(S(=O)(=O)N3CCN(S(=O)(=O)c4ccc5c(c4)OCCO5)CC3)cc2C1)C(F)(F)F
→ 17% | -2%
NCCNc1ncnc2ccc(-c3ccc4c(c3)OCO4)cc12
→ -16% | -22%
Cc1noc(C)c1-c1ccc2ncnc(NCc3ccccc3F)c2c1
→ 21µM* | 3%
COc1ccc(C2Nc3ccc(NC(C)=O)cc3C(=O)N2Cc2ccccc2)cc1COc1ccc(NC(C)=O)cc1 (stereo unspecified)
→ 1% | -5%
Cc1cc2c(s1)c1cnn(Cc3cc(Cl)ccc3F)c(=O)c1n2C
→ 18% | 2%
O=C(Nc1ccc(O)c2ncccc12)c1ccccc1F
→ ? | 2%
O=C(OCC#CCSc1nnc(-c2ccccc2)o1)c1ccc(F)cc1
→ 16% | -1%
N#CN1CCC(NS(=O)(=O)c2ccc(F)cc2)CC1
→ ? | -2%
CNc1cccc(S(=O)(=O)N2CCCN(S(=O)(=O)c3ccc4c(c3)OCCO4)CC2)c1
→ -7% | -3%
O=c1[nH]c(SCc2ccccc2)ncc1S(=O)(=O)c1ccccc1
→ 4% | -2%
CCN(Cc1ccccc1)c1ccc(Br)cn1
→ 23% | 7%
O=S(=O)(Nc1cccc2cccnc12)c1ccc(Br)cc1
→ 8.2µM* | ?
N#Cc1nc(NCC(F)F)c2ncn(-c3cccc(Cl)c3)c2n1
→ 21µM* | ?

# Continued, starting with the last 4 of the part before.
# Screens in order: Nrf2 block | A549 tox
O=c1[nH]c(SCc2ccccc2)ncc1S(=O)(=O)c1ccccc1
→ 4% | -2%
CCN(Cc1ccccc1)c1ccc(Br)cn1
→ 23% | 7%
O=S(=O)(Nc1cccc2cccnc12)c1ccc(Br)cc1
→ 8.2µM* | ?
N#Cc1nc(NCC(F)F)c2ncn(-c3cccc(Cl)c3)c2n1
→ 21µM* | ?
O=S(=O)(c1ccc(F)cc1F)N1CCN(c2nc(-c3cccs3)nc3ccccc23)CC1
→ -25% | 0%
COc1cc(NC(=O)C(OC(=O)CNC(=O)c2ccccc2)c2ccccc2)cc(C(F)(F)F)c1 (stereo unspecified)
→ -7% | -1%
COc1cccc(C2c3c(ncn(-c4cccc(Br)c4)c3=N)Oc3ccc4ccccc4c32)c1 (stereo unspecified)
→ 6% | -1%
O=c1cc(N2CCNCC2)nc2sc(-c3ccncc3)nn12
→ 16% | -2%
O=C(c1ccc2c(=O)n(CCc3ccccc3)c(=O)[nH]c2c1)N1CCN(C(=O)c2ccco2)CC1
→ ? | 1%
N=c1c2c(ncn1-c1ccccc1)Oc1ccc3ccccc3c1C2c1ccc2c(c1)CCO2 (stereo unspecified)
→ ? | 16µM*
COc1ccc(C2Nc3ccccc3C(=O)N2Cc2ccccc2)cc1COc1cccc(C(F)(F)F)c1 (stereo unspecified)
→ -17% | 0%
N#Cc1ccc(S(=O)(=O)N2CCN(S(=O)(=O)c3ccc4c(c3)OCCO4)CC2)cc1
→ 16% | -1%
N#Cc1nc(Nc2cc(F)cc(F)c2)nc(NC2CCCC2)n1
→ ? | ?
Cc1ccc(Cn2ncc3c4sc(C)cc4n(C)c3c2=O)cc1
→ 5% | -5%
Cc1ccc(Nc2c(-c3ccc(C)o3)nc3ccccn23)cc1
→ -4% | 1%
COc1ccc(C2Nc3ccccc3C(=O)N2Cc2ccc(CNC(=O)CO)cc2)cc1COc1ccc(NC(C)=O)cc1 (stereo unspecified)
→ -24% | -1%
Cc1ccc(NS(=O)(=O)c2ccc3c(c2)N(C)C(=O)CO3)cc1C
→ ? | 1%
Cc1c(C(O)(c2ccccc2)c2ccccc2)[n+]2ccccc2n1C
→ -14% | 3%
O=S(=O)(c1ccccc1)N1CCN(c2nccc(-c3cccs3)n2)CC1
→ -10% | 4%
O=S(=O)(c1ccc2c(c1)OCO2)N1CCN(S(=O)(=O)c2c(F)cccc2F)CC1
→ 1% | -5%
COc1ccc(NS(=O)(=O)c2ccccc2)cc1NS(=O)(=O)c1ccccc1
→ -2% | -5%
COc1cc(-c2ccc3ncnc(NCc4cccs4)c3c2)cc(OC)c1OC
→ -17% | -8%
Oc1ccc(CNc2ccc(C(F)(F)F)cc2F)c2cccnc12
→ -17% | 0%
N#Cc1nc(Nc2ccc(Br)cc2)nc(NC2CCCC2)n1
→ ? | -18%

# (continued)
# Screens in order: Nrf2 block | A549 tox
COc1ccc(C(=O)N(Cc2ccccc2)Cc2cccs2)c(O)c1
→ 10% | -1%
Cc1ccc(S(=O)(=O)N2CCN(c3nc(-c4cncs4)nc4ccccc34)CC2)cc1
→ 2% | 9%
COc1ccc(-c2ccc3ncnc(NCC4CCCO4)c3c2)cc1OC (stereo unspecified)
→ ? | -13%
CC(c1ccco1)N(C)c1ncnc2ccc(-c3ccc4c(c3)OCO4)cc12 (stereo unspecified)
→ -7% | 1%
S=C(NCCCc1cnc[nH]1)NCCN(Cc1ccc(Cl)c(Cl)c1)c1ccc(Br)cn1
→ 11% | 3%
Cc1cc2c(s1)c1cnn(Cc3ccc(S(C)(=O)=O)cc3)c(=O)c1n2C
→ 21µM* | -14%
COc1ccc(CN(Cc2ccccc2)C(=O)c2ccccc2O)cc1
→ ? | 4%
Cn1cc(P(=O)(c2ccccc2)c2ccccc2)c2ccccc21
→ 3% | 9%
Cn1c2cc(Br)sc2c2cnn(Cc3ccccc3F)c(=O)c21
→ 3%&12% | -3%&-3%
COc1ccc(-c2nnc3n2N=C(c2c(OC)cccc2OC)CS3)c(OC)c1
→ -14% | 8%
O=C1CCc2cc(S(=O)(=O)Nc3ccc4c(c3)CCC4)ccc2N1
→ ? | 3%
Cc1cc(N2C(=O)c3ccccc3C2=O)no1
→ 14% | 1%
Cc1ccc(S(=O)(=O)Nc2cc(S(=O)(=O)c3ccc(C)cc3)c(O)c3cccnc23)cc1
→ 18% | -2%
COc1ccc(C2c3c(nc(CCCc4ccccc4)[nH]c3=O)Oc3ccc4ccccc4c32)cc1OC (stereo unspecified)
→ -1% | -13%
Fc1cc(F)cc(Nc2nc(NC3CCCC3)nc(C3CO3)n2)c1 (stereo unspecified)
→ 12% | 2%
COc1cc(OC)cc(-c2nnc3n2N=C(c2cc(OC)ccc2OC)CS3)c1
→ -14% | -3%
Nc1ccc(S(=O)(=O)Nc2cccc3cccnc23)cc1
→ 11% | 3%
Cc1ccc(S(=O)(=O)N2CCN(c3nc(-c4cscn4)nc4ccccc34)CC2)cc1
→ -18% | -4%
COc1ccc(CCn2c3c(c(=O)[nH]c2=S)CN(C)CN3)cc1OC
→ -13% | 8%
CCn1c2ccccc2c2nnc(SC3CCOC3=O)nc21 (stereo unspecified)
→ ? | -3%

# Quoted at random: 3 compounds from above, in no set order.
# Screens in order: Nrf2 block | A549 tox
COc1ccc(-c2nnc3n2N=C(c2c(OC)cccc2OC)CS3)c(OC)c1
→ -14% | 8%
Cn1cc(P(=O)(c2ccccc2)c2ccccc2)c2ccccc21
→ 3% | 9%
Cc1cc(N2C(=O)c3ccccc3C2=O)no1
→ 14% | 1%

# (cont.)
# Screens in order: Nrf2 block | A549 tox
COc1ccc(OC)c(S(=O)(=O)N2CCN(S(=O)(=O)c3ccc4c(c3)OCCO4)CC2)c1
→ -8% | 0%
Cn1c2cc(C=O)sc2c2cnn(Cc3ccccc3F)c(=O)c21
→ 20% | -3%
Cc1ccc(NS(=O)(=O)c2cc3c(cc2Cl)CCC(=O)N3)cc1Cl
→ 0% | 9%
COc1cccc(-c2nnc3n2N=C(c2c(OC)cccc2OC)CS3)c1
→ -9% | -2%
Cc1ccccc1N(C)C1=N[S+](=O)([O-])c2ccccc21
→ -2% | 1%
Cc1ccc(NS(=O)(=O)c2ccc3ccccc3c2)cc1C
→ ? | 16%
O=C(O)c1cccc(S(=O)(=O)N2CCN(S(=O)(=O)c3ccc4c(c3)OCCO4)CC2)c1
→ 3% | -3%

# An excerpt; the hit share may differ from the screen's.
